cardiac RTF act: increases calcium sensitivity of human cardiac regulated thin filaments; IANBD-labeled TnC RTF fluorescence at EC20 calcium; 0% EC20 calcium, 100% full calcium; 340,000 compounds, 0.24% hits; AID 493008; activation, % at 7.2 µM;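 active = activation above the mean over all tested compounds plus 3 SD, cut at about 30% in these data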;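 also: rise in fluorescence read as greater calcium sensitivity of cardiac thin filaments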
OPRM1-OPRD1 ag: OPRM1-OPRD1 heterodimerization agonism; P35372+P41143; 340,000 compounds, 0.3% hits; cells, luminescence; activation, % at 9.3 µM; AID 504326; in the data active = activation above about 18%;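 also: 0% = vehicle-treated cells and 100% = reference agonist; values of inactives mirror those of a sister screen read the other way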
Target sequence (P35372 whole entry, looked up): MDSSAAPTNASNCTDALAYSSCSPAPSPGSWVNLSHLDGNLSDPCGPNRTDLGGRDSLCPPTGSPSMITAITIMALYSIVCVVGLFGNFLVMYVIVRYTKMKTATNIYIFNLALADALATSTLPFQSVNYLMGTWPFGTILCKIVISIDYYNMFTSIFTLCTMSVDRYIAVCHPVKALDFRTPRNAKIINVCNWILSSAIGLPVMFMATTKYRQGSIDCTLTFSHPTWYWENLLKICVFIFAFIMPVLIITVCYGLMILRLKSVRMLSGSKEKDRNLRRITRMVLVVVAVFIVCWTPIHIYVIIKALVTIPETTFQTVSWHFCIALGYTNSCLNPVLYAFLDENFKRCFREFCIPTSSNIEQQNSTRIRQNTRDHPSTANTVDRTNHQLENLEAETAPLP
Target sequence (P41143 whole entry, looked up): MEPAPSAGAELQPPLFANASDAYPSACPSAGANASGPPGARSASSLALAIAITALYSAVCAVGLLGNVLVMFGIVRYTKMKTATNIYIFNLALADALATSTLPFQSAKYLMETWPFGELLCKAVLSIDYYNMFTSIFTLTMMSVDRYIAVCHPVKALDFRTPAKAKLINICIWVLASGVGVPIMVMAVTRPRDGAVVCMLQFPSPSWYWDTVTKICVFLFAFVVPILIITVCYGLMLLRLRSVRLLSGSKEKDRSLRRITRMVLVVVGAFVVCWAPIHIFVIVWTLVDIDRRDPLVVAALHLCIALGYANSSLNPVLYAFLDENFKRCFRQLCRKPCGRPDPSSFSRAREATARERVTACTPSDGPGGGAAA
CAL-PDZ inh HTS: inhibitors of human CAL PDZ peptide binding; Q9HD26; 300,000 compounds, 0.92% hits; inhibition, % at 24.9 µM; purified CAL PDZ, TMR-peptide fluorescence polarization, 1 h;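 active = mean inhibition of at least 30% with at least half of replicates also reaching 30%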;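 also: 0% = DMSO neutral control and 100% = excess unlabeled competitor peptide PRC23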
MOR-DOR inv ag: mu-delta opioid heterodimer inverse agonism; AID 504357; cell-based MOR-DOR heterodimer luminescence; inhibition, % at 9.3 µM; 340,000 compounds, 0.21% hits; P35372+P41143; in the data active = inhibition above about 22%, passing the limit was not always enough;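 also: 0% = cells with DMSO and 100% = wells without cells with DMSO; values of inactives mirror those of a sister screen read the other way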
V-ATPase pH: yeast V-ATPase proton transport regulation by pHLuorin; response, % at 10 µM; S. cerevisiae, pHLuorin cytosolic pH fluorescence; 350,000 compounds, 0.37% hits; in the data active = response mostly above about 7.3%, no sharp cut-off; inactive = mostly below about 5.4%; also: actives read high; inactives centre near 0; some compounds called inactive have numbers as strong as hits; reference of the scale not given here
HTR5A ag ctr: counter-screen for OPRM1-OPRD1 agonists: human HTR5A agonism. P47898. HTR5A agonist assay, luminescence, cell-based. activation, % at 9.3 µM. 340,000 compounds, 0.61% hits; in the data active = activation mostly above about 9.5%, no sharp cut-off; inactive = mostly below about 7.6%;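 also: 0% = cells with vehicle only and 100% = reference agonist; strong numbers were not always called active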
LANA DNA inh: KSHV C-LANA DNA binding inhibition | MBP-C-LANA/FAM-LBS DNA binding, fluorescence polarization | inhibition, % at 9 µM | 340,000 compounds, 0.078% hits | AID 504423;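 active = highest replicate inhibition at or above 60% at 9 µM, even if other replicates fall short; inactive = all replicates below 60% inhibition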;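 also: 0% = neutral control wells and 100% = 4 µM acridine orange control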
RTF Ca sens inh: cardiac RTF calcium desensitization; inhibition, % at 7.15 µM; IANBD-labeled cardiac RTF, Ca2+ fluorescence; P19429+P45379; 340,000 compounds, 0.12% hits;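 active = inhibition above the mean inhibition of all tested compounds plus 3 SD, cut at about 17% in these data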;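 also: assay run at fixed EC70 calcium of 1.6 mM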
HTR5A inv ctr: inverse agonist of human HTR5A in OPRM1-OPRD1 counter-screen | P47898 | HTR5A cell line, luminescence, inverse agonism | inhibition, % at 9.3 µM | 340,000 compounds, 0.083% hits | AID 504634; in the data active = inhibition mostly above about 23%, no sharp cut-off; inactive = mostly below about 18%;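 also: 0% = cells with DMSO and 100% = no-cell wells with DMSO; some compounds called inactive have numbers as strong as hits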
Keap1 Nrf2 FP: inhibitors of human Keap1-Nrf2 protein-protein interaction | 340,000 compounds, 0.15% hits | Q14145 | Keap1 Kelch-Nrf2 peptide fluorescence polarization, 1536-well | inhibition, % at 9.4 µM; in the data active = inhibition above about 12%;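 also: human Keap1 Kelch domain with fluorescein labeled Nrf2 9mer peptide probe; 0% = neutral control wells and 100% = peptide positive control; higher means more block of Keap1 binding to Nrf2 peptide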
* = called active by the depositor; / = not tested or not shown. Compounds were not picked by outcome, and some 2.8% of all compounds hit somewhere here.

Start of the listing, in advance:
SMILES	cardiac RTF act	OPRM1-OPRD1 ag	CAL-PDZ inh HTS	MOR-DOR inv ag	V-ATPase pH	HTR5A ag ctr	LANA DNA inh	RTF Ca sens inh	HTR5A inv ctr	Keap1 Nrf2 FP
CC(C)c1ccc(NC(=S)NCc2ccc3c(c2)OCO3)cc1	4	9.1	-4	-42	3	-1	2.1	-8	1	-2
CC(C)C1N(C(=O)N(C)C)CCN1S(=O)(=O)c1ccccc1 (stereo not drawn)	1	-1.8	-6	10	-1	4	1.3	0	-10	0
Cc1ccc(-c2[nH]c(-c3ccc(C(=O)O)cc3)nc2-c2ccccc2)cc1	-8	-0.9	-3	5	-1	0	-1.0	6	11	-3
CC(N)C12CC3CC(C1)CC(C(C)N)(C3)C2 (stereo not drawn)	7	0.1	1	-1	-2	3	0.6	-4	-10	-4
CC(C)(C)C(=O)Nc1ccccc1C(=O)N1CCCC1	-4	-2.9	-7	17	0	1	1.2	2	-44	-5

All compounds of this part, previewed entries included:
SMILES	cardiac RTF act	OPRM1-OPRD1 ag	CAL-PDZ inh HTS	MOR-DOR inv ag	V-ATPase pH	HTR5A ag ctr	LANA DNA inh	RTF Ca sens inh	HTR5A inv ctr	Keap1 Nrf2 FP
CC(C)c1ccc(NC(=S)NCc2ccc3c(c2)OCO3)cc1	4	9.1	-4	-42	3	-1	2.1	-8	1	-2
CC(C)C1N(C(=O)N(C)C)CCN1S(=O)(=O)c1ccccc1 (stereo not drawn)	1	-1.8	-6	10	-1	4	1.3	0	-10	0
Cc1ccc(-c2[nH]c(-c3ccc(C(=O)O)cc3)nc2-c2ccccc2)cc1	-8	-0.9	-3	5	-1	0	-1.0	6	11	-3
CC(N)C12CC3CC(C1)CC(C(C)N)(C3)C2 (stereo not drawn)	7	0.1	1	-1	-2	3	0.6	-4	-10	-4
CC(C)(C)C(=O)Nc1ccccc1C(=O)N1CCCC1	-4	-2.9	-7	17	0	1	1.2	2	-44	-5
O=C(NC1CCCCCC1)C(=S)NCc1ccccc1	3	5.5	-1	-27	-3	-2	0.5	-19	13	-3
CCNc1nc(NCC)nc(SCCOc2ccc(C)cc2)n1	-5	7.5	4	-45	0	-4	-2.9	1	10	-2
O=C(CSc1nc2ccccc2c(=O)[nH]1)Nc1ccc([N+](=O)[O-])cc1	9	-1.4	0	8	-4	0	-1.8	-2	-2	-7
O=C(NCc1ccco1)C12CC3CC(C1)CC(C(=O)NCc1ccco1)(C3)C2	-5	-1.9	0	10	0	0	0.0	2	-13	-2
CCc1nnc(NC(=O)CCS(=O)(=O)c2ccc(C)cc2)s1	1	-2.8	-4	14	1	-6	0.6	-2	15	2
COc1ccccc1NCC(O)COc1ccc(C(C)(C)C)cc1 (stereo not drawn)	0	11	-4	-52	-1	-2	-0.6	0	5	-3
COc1ccc(/C=C/C(=O)OCC(=O)c2ccccc2F)cc1	-5	1.3	-5	-6	-2	-3	-0.4	-13	12	0
Cc1ccc(C)c(-c2nn(-c3cc(N4CCN(CCO)CC4)ccc3[N+](=O)[O-])c(=O)c3ccccc23)c1	3	0.5	/	-2	-4	0	-1.2	-2	-25	-2
CSc1sc(C(=O)NN)c2c1C1(CCC2)SCCS1	4	-1.6	/	8	1	5	-1.3	-4	-22	-8
CC(C)C(=O)Nc1ccnc(-c2cccnc2)n1	-5	-0.6	1	3	-1	2	-0.3	-8	6	3
COC(=O)Cc1ccc(NC(=O)C(c2ccccc2)c2ccccc2)cc1	-2	-0.1	-1	1	-2	2	2.7	-1	-9	3
O=C(COC(=O)/C=C/c1cccc(C(F)(F)F)c1)Nc1ccc(Cl)cn1	3	1.5	-6	-6	1	-1	2.4	0	5	1
COc1ccc(C2C(C(=O)NCCCN3CCOCC3)c3ccccc3C(=O)N2c2ccc(OC)cc2)cc1 (stereo not drawn)	1	1.6	-1	-9	-1	3	1.2	0	-6	-4
NC(=O)CC(NC(=O)Cc1cccc2ccccc12)c1ccc(NCc2ccccc2)c([N+](=O)[O-])c1 (stereo not drawn)	-1	-3.3	-6	19	-3	7	18	2	-18	22*
COc1cccc(CN(C)C(=O)CNC(=O)c2ccc3c(c2)OCO3)c1OC	0	-1.8	2	9	-1	1	1.0	-5	-12	-8
COc1cccc(C(=O)NCc2ccc3c(c2)OCO3)c1OC	-1	-0.8	-5	4	0	6	-0.7	-5	16	-1
COc1ccc(C(=O)/C=C/c2ccccc2)c(OC)c1	-2	-1.6	-6	8	-1	3	-0.2	2	-3	-1
Cc1ccc(-c2ccnc3[nH]n(-c4ccccc4)c(=O)c23)cc1	-4	-2.7	2	13	5	1	0.5	-2	-4	-1
Cc1nnc(SCCn2c(N(C)Cc3ccccc3)nc3c2c(=O)n(C)c(=O)n3C)s1	3	-2.7	-2	14	6	6	-4.9	-1	13	-3
CCC(C)NC(=O)CCc1c(C)nc2c(c(C)nn2-c2ccccc2)c1C (stereo not drawn)	-8	-2.9	-3	14	-6	-3	-0.4	-1	13	-6

A draw from above in order of SMILES length, high to low.
SMILES	cardiac RTF act	OPRM1-OPRD1 ag	CAL-PDZ inh HTS	MOR-DOR inv ag	V-ATPase pH	HTR5A ag ctr	LANA DNA inh	RTF Ca sens inh	HTR5A inv ctr	Keap1 Nrf2 FP
COc1ccc(C2C(C(=O)NCCCN3CCOCC3)c3ccccc3C(=O)N2c2ccc(OC)cc2)cc1 (stereo not drawn)	1	1.6	-1	-9	-1	3	1.2	0	-6	-4
Cc1ccc(-c2[nH]c(-c3ccc(C(=O)O)cc3)nc2-c2ccccc2)cc1	-8	-0.9	-3	5	-1	0	-1.0	6	11	-3
CC(C)C1N(C(=O)N(C)C)CCN1S(=O)(=O)c1ccccc1 (stereo not drawn)	1	-1.8	-6	10	-1	4	1.3	0	-10	0
COc1ccc(/C=C/C(=O)OCC(=O)c2ccccc2F)cc1	-5	1.3	-5	-6	-2	-3	-0.4	-13	12	0
COc1cccc(C(=O)NCc2ccc3c(c2)OCO3)c1OC	-1	-0.8	-5	4	0	6	-0.7	-5	16	-1

Following part
SMILES	cardiac RTF act	OPRM1-OPRD1 ag	CAL-PDZ inh HTS	MOR-DOR inv ag	V-ATPase pH	HTR5A ag ctr	LANA DNA inh	RTF Ca sens inh	HTR5A inv ctr	Keap1 Nrf2 FP
Cc1cccc(C)c1-n1c(C)cc(/C=N\NC(=O)CC(=O)NC2CCCCC2)c1C	1	1.9	-4	-10	1	6	0.1	6	7	3
CC(C)n1nnnc1SCC(=O)c1ccc2c(c1)OCCO2	12	-1.3	0	8	4	-2	-4.9	-3	-4	0
CCn1cc(C(=O)N2CCN(c3ccc(OC)cc3)CC2)c2cc(OC)c(OC)cc2c1=O	0	-1.3	-2	7	-2	3	0.8	5	-10	2
Cn1c(=O)c2[nH]c(CCCCc3nc4ccccc4[nH]3)nc2n(C)c1=O	-1	-1.0	/	5	-2	0	-0.7	-10	-1	-6
O=C(O)c1ccnc(Cl)c1	8	-0.1	-2	1	-1	2	-0.1	-30	-27	-2
O=C(NCc1ccco1)c1scc2c1OCCO2	-1	-1.8	-2	9	0	1	-1.0	-7	29	0
COc1cc(S(=O)(=O)Nc2ccc(Br)cc2)ccc1N	2	1.0	-2	-5	0	9	-0.9	-8	-16	-1
O=C(COC(=O)CN1C(=O)C2CCCCC2C1=O)Nc1cc(F)ccc1F (stereo not drawn)	-1	0.4	-1	-3	-2	1	0.5	-9	-4	1
Cc1cc(O)c(-c2cc(C(=O)Nc3cccnc3)[nH]n2)cc1C	-4	-1.0	1	5	4	2	1.7	-1	-14	-2
CC(C)C[C@H](NC(=O)OC(C)(C)C)C(=O)N[C@@H](CO)[C@H](O)[C@@H]1C[C@@H]1C(=O)N1CCCC1	-5	-0.9	-1	4	-3	-3	-1.8	-6	-19	-1
CCN(CC)c1ccc(NC(=O)c2cc3c(OC)cccc3[nH]2)cc1	-4	-1.6	-2	7	1	7	-0.9	2	-27	-2
Cc1cccc(OCc2nnc(SC(C)C(=O)O)n2Cc2ccccc2)c1 (stereo not drawn)	-2	0.4	-3	-2	1	-2	-0.3	-4	9	-2
O=C(CC1C(=O)NCCN1Cc1c(F)cccc1Cl)NCCCOc1cccnc1 (stereo not drawn)	-8	-3.6	-2	19	6	2	0.6	-3	-18	0
Cc1cccc(-c2nsc(SCC(=O)Nc3ccc4c(c3)OCO4)n2)c1	-2	2.0	-7	-10	0	7	-3.2	3	-12	-3
COc1ccc(C(=O)Nc2nc(-c3ccc(S(=O)(=O)N4CCOCC4)cc3)cs2)cc1	1	2.5	2	-12	-2	2	-0.9	-2	-5	-2
O=C(Nc1csnn1)c1csnn1	4	-2.8	-3	13	0	-1	1.9	-6	2	-1
COc1ccc(CCNC(=O)c2cc(C)oc2C)cc1OC	-1	-0.3	0	2	-1	0	-0.9	-8	0	-2
O=C(COc1cc(F)ccc1[N+](=O)[O-])NCCN1C(=O)CSC1=O	-4	-1.7	/	9	-3	3	2.0	5	-11	2
O=C(CSc1nnc(-c2ccc(F)cc2)o1)Nc1ccc(S(=O)(=O)N2CCCC2)cc1	-1	1.4	-5	-8	1	-5	0.7	-2	6	-2
CCCc1cc(=O)[nH]c2nnc(SCC(=O)N3CC(C)OC(C)C3)n12 (stereo not drawn)	-7	-4.0	/	19	-2	4	1.1	-7	-3	-1
Cc1cccc(/C=N\NC(=O)c2ccccc2-n2cccc2)c1	-2	-2.7	/	14	-2	1	-0.3	0	4	-3
CCOc1ccc(NC(=O)CN(C)C(=O)c2cc(S(=O)(=O)N3CCCCC3)ccc2C)cc1OCC	2	-1.1	4	6	3	-4	-1.0	2	9	-1
COc1ccc(NC(=S)N(CCC(C)C)C2CCN(C(C)=O)CC2)cc1	3	-1.4	-1	8	0	-5	-0.1	-6	20	-1
Cc1cc(C)c2c(=O)n(CC(=O)NCCCN3CCOCC3)sc2n1	6	2.8	/	-16	9	8	1.5	-7	-22	-14
CCOC(=O)/C(=C/c1cn(C)c2ccccc12)NC(=O)c1ccccc1	-2	-0.5	14	3	-8	6	-0.7	-4	-22	-2
COC(=O)c1ccc[n+](CC(=O)Nc2ccc(OC(F)F)cc2)c1	2	-0.7	/	3	-4	-2	2.0	-8	-11	2
O=C(CSc1nnc(-c2cccnc2)o1)Nc1ccc(Cl)cc1	-4	-1.7	0	11	-2	-4	2.0	0	10	4
COc1ccc(N2CCN(C(c3nnnn3C3CCCC3)C(C)C)CC2)cc1 (stereo not drawn)	0	-1.8	-5	10	1	4	0.4	-4	-12	-1
CCN(CC)C(=O)N1CCN(S(=O)(=O)c2c(C)cc(C)cc2C)CC1	8	2.2	-1	-11	-2	3	-0.5	-2	-2	0
CC(C)Cn1c(N)c(C(=O)COC(=O)[C@H](C)NC(=O)c2ccccc2Cl)c(=O)n(C)c1=O	1	0.6	1	-4	-1	-3	0.2	-6	-3	2

Assay outcomes as filed in PubChem BioAssay.
